Assay outcomes from PubChem.
TROY NFkB inh: TROY signaling inhibition | Q293 LMP1-TROYcd NF-kB luciferase reporter, 4 h | inhibition, % at 10 µM | 0.98% of 360,000 active;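 active = compounds whose plate-normalised and pattern-corrected inhibition of the luciferase reporter signal at the single screening dose is 50% or more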
TWEAK Fn14 block: blocks TWEAK-Fn14 interaction in a reporter cell assay | 2% of 360,000 active | TWEAK-stimulated Fn14 reporter cells, luciferase luminescence, 8 h | inhibition, % at 10 µM; in the data active = inhibition above about 50%
NCOA2 inhibitor: inhibits human steroid receptor coactivator 2 | Q15596 | HEK293 GAL4-SRC2 luciferase reporter, luminescence | inhibition, % at 9 µM | 0.17% of 370,000 active | AID 651957;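 active = inhibition above the mean inhibition of all tested compounds plus 3 SD, set per campaign, cut at about 52% in these data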;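 note: 0% = DMSO treated cells and 100% = cells given Gossypol at 36 µM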
TRAIL sens C8: caspase-8 TRAIL sensitization; NB7+C8 cells + TRAIL, ATPlite viability luminescence; inhibition (viability loss, TRAIL sensitization), % at 10 µM; 1% of 360,000 active; AID 624354;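 active = compounds causing at least 50% loss of cell viability in the single-dose screen, relative to plate controls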
NOD2-RIPK2 inh: NOD2-RIPK2 protein interaction inhibition | O43353 | CHO BLA complementation NOD2-RIPK2, CCF4 ratio | inhibition, % at 4.98 µM | 0.38% of 360,000 active | AID 624267; in the data active = inhibition above about 21%;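 note: 0% = vehicle only and 100% = reference blocker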
LMP1 NFkB inh: reduces LMP1-driven NF-kappaB luciferase signal; LMP1-induced NF-kappaB luciferase reporter cells, luminescence; inhibition, % at 12.5 µM; AID 504558; 0.69% of 350,000 active; in the data active = inhibition above about 41%;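 note: 0% = neutral control wells and 100% = reference inhibitor control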
LRH-1 inv ag: NR5A2 inverse agonism in reporter assay | O00482 | HEK293T StAR-luciferase reporter, LRH-1 transfected, 24 h | inhibition, % at 3.6 µM | 0.13% of 360,000 active;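 active = inhibition above the mean inhibition of all tested compounds plus 3 SD, cut at about 73% in these data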;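 note: 0% = DMSO wells and 100% = reporter-only cells lacking LRH-1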
NCOA1 inh: human NCOA1 inhibition. HEK293 GAL4-SRC1 luciferase reporter, luminescence. inhibition, % at 3.6 µM. 0.12% of 360,000 active. AID 588354;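 active = inhibition above the campaign mean plus 3 SD, with each screening campaign given its own cutoff, cut at about 60% in these data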;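 note: 0% = DMSO treated cells and 100% = gossypol at 36 µM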
Target sequence (Q15788 whole entry, looked up, the tested form may be a part): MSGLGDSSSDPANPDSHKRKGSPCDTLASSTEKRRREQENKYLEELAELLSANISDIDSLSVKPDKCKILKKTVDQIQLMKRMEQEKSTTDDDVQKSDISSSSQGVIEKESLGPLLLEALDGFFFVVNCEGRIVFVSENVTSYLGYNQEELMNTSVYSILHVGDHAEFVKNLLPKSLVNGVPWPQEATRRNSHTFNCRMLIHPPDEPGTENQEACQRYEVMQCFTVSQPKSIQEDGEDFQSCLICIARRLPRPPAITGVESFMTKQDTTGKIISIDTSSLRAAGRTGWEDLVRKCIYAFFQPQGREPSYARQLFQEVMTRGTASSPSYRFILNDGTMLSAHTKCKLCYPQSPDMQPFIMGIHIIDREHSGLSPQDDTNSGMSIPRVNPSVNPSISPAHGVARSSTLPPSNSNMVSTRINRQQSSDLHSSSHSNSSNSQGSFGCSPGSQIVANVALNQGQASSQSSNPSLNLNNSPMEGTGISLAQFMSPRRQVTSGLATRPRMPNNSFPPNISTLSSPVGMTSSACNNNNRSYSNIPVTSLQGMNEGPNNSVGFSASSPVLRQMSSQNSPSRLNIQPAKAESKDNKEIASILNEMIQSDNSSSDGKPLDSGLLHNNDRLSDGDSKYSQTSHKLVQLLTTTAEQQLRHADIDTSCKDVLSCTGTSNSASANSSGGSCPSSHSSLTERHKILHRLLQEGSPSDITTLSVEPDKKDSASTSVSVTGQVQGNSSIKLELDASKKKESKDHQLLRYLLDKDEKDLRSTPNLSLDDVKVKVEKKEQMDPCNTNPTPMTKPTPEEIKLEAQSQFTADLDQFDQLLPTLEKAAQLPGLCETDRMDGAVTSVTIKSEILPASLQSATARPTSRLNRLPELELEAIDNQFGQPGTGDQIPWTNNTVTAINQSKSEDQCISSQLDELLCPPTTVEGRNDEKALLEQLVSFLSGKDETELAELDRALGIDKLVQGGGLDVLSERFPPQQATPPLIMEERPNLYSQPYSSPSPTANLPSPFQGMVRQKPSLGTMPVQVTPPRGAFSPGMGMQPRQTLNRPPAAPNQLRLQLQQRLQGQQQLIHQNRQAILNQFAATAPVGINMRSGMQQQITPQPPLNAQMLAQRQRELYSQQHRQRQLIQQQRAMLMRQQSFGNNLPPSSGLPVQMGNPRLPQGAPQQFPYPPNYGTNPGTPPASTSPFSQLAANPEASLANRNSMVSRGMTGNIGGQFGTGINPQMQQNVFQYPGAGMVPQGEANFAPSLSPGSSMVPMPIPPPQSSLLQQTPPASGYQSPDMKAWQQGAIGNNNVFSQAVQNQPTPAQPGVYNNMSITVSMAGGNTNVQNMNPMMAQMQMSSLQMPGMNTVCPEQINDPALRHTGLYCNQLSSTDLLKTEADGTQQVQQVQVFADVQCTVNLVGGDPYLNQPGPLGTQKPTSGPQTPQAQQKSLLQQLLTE
TLR9-MyD88 block: inhibitors of human TLR9-MyD88 binding | inhibition, % at 4.98 µM | 0.21% of 340,000 active | Q9NR96+Q99836 | CHO BLA complementation TLR9-MyD88, CCF4 FRET ratio;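 active = inhibition above the mean over all tested compounds plus 3 SD, cut at about 21% in these data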;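 note: 0% = DMSO only wells and 100% = clavulanate BLA inhibitor control wells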
NR2F2 inh: blocks human COUP-TFII nuclear receptor; AID 686940; P24468; inhibition, % at 8.6 µM; 0.7% of 370,000 active; HEK293T NGFI-A luciferase reporter, luminescence;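 active = inhibition above a per-plate cutoff, mean inhibition of test wells between control levels plus 3 SD, cut at about 38% in these data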;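 note: cells cotransfected with COUP-TFII expression vector driving the NGFI-A reporter; 0% = median of COUP-TF2 test wells and 100% = reporter-only cells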
SRC3 inh: human NCOA3 inhibition. Q9Y6Q9. HEK293 GAL4-SRC3 luciferase reporter, luminescence. inhibition, % at 3.6 µM. 0.17% of 360,000 active. AID 588352;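 active = inhibition above a per-campaign cutoff, the mean of all compounds plus 3 SD, cut at about 60% in these data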;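 note: 0% = DMSO-treated cells and 100% = gossypol-treated cells at 36 µM; higher means less SRC3-driven luciferase light from the GAL4 reporter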
Starred values were filed as active, the others as inactive; . = not tested or not shown. An excerpt (hit frequency here may not be typical).

SMILES	TROY NFkB inh	TWEAK Fn14 block	NCOA2 inhibitor	TRAIL sens C8	NOD2-RIPK2 inh	LMP1 NFkB inh	LRH-1 inv ag	NCOA1 inh	TLR9-MyD88 block	NR2F2 inh	SRC3 inh
O=C(CCCOc1ccc(Br)cc1)Nc1ccc(S(=O)(=O)N2CCOCC2)cc1	33	12	-4	17	13	13	-9	2	-9	14	10
COc1ccccc1C1c2[nH]c3ccccc3c2CCN1Cc1ccc(NC(C)=O)s1 (stereo unspecified)	13	-11	-29	-4	-4	-11	6	7	-11	-1	23
Cc1ccc(Cn2c(Sc3ncccn3)nc3c2c(=O)[nH]c(=O)n3C)cc1	5	2	8	19	-4	15	-8	4	-6	0	25
N#Cc1c(SCC(=O)Nc2ccc(Cl)cc2Cl)sc2c(O)cc(=O)[nH]c12	-7	21	-12	6	-4	-17	-2	7	-1	3	-18
COc1cccc(-c2cc(C(F)(F)F)nc(NCc3ccco3)n2)c1	-19	-19	-19	-5	2	-3	-13	-6	5	1	6
CC(C)(C)OC(=O)N(CCc1ccccc1)Cc1ccccc1OCc1cccc(NC(=O)/C=C/c2ccccc2)c1	-34	-43	-25	14	-30	11	-22	4	10	10	-3
Cc1nn(Cc2ccccc2Cl)c(C)c1C(=O)N(C)CC(=O)Nc1cccc(F)c1	-5	5	-9	1	5	9	10	-20	1	18	-18
CC1CC(C)CN(C(=O)COC(=O)C2CCN(S(=O)(=O)c3c(Cl)cccc3Cl)CC2)C1 (stereo unspecified)	10	5	-14	11	7	1	3	1	0	4	3
CCC(=O)Nc1cc(ON=C(C)C)cc([N+](=O)[O-])c1	-3	4	9	-4	-2	-9	-7	-3	9	15	14
CCOC(=O)c1c(-c2ccco2)csc1N	17	-4	-9	1	0	-11	-12	9	-3	14	-3
CCCCc1n[nH]c2c1/C(=N/O)CC(C)(C)C2	11	-5	8	-4	9	-2	-8	-9	5	1	8
COC(C/C=C/[C@@H](O)COCc1ccccc1)OC	-13	13	13	-11	0	0	-14	-13	-7	-12	0
COc1ccc(C(C)=O)cc1COC(=O)CNC(=O)c1ccc(Cl)cc1	-2	-6	11	-6	6	0	-6	-7	-2	1	5
CCC(=O)N1c2ccccc2NC2=C(C(=O)CC(C)(C)C2)C1c1ccc(O)c(OC)c1 (stereo unspecified)	-1	-17	0	-1	10	4	10	-10	-3	-9	2
COc1ccc(C(=O)OCC(=O)NCCCc2ccccc2)cc1[N+](=O)[O-]	7	2	-3	-20	-1	-5	-6	-1	0	13	-2
CCC1=C(OC(=O)N(CC)CC)N2C(=O)OC(=NCCOC)[C@]2(Cc2ccccc2)[C@H]2C1=CC[C@H]1C(=O)NC(=O)[C@H]12	-10	-23	-5	-3	-7	3	5	-8	-1	-6	-1
CCN(CC)P(=O)(c1ccccc1)c1c(C)nc2ccccn12 (stereo unspecified)	-34	2	9	-5	-3	-8	-6	9	3	16	-1
COc1cc(C(c2c(O)cc(C)[nH]c2=O)c2c(O)cc(C)[nH]c2=O)ccc1O	-17	7	-27	6	-17	-10	-17	-12	-1	-1	-1
COC(=O)c1ccc(CSc2nnc(N)s2)o1	-3	-7	13	-20	-5	-2	3	6	2	10	2
O=C(Nc1ccc2c(c1)OCO2)c1ccncc1	-23	-4	-25	2	0	-2	-26	-38	5	0	-39
Cc1ccc(C(C[N+](=O)[O-])c2c(C)cc3ccccn23)cc1 (stereo unspecified)	-4	32	-52	6	-3	9	-1	-9	5	-9	-7
Brc1ccc(C2=CC(c3ccco3)n3nnnc3N2)cc1 (stereo unspecified)	-37	-3	5	-8	-7	-11	13	10	-5	3	-32
O=C(NCc1ccccc1Br)c1cccc2c1C(=O)c1ccc(N3CCC(Cc4ccccc4)CC3)cc1S2(=O)=O	-5	-9	.	-11	8	9	34	1	15	.	-6
COc1ccc(NC(=O)CSCC(=O)OCc2cccc(OC)c2OC)cc1	-29	-26	-42	-9	-8	-1	3	1	0	-3	11
Cc1noc(C)c1C(=O)NCCCc1ccccc1	7	14	-21	-5	2	-1	8	7	1	-6	-4

Single records, from the list above:
CC(C)(C)OC(=O)N(CCc1ccccc1)Cc1ccccc1OCc1cccc(NC(=O)/C=C/c2ccccc2)c1 is entered as TROY NFkB inh = -34; TWEAK Fn14 block = -43; NCOA2 inhibitor = -25; TRAIL sens C8 = 14; NOD2-RIPK2 inh = -30; LMP1 NFkB inh = 11; LRH-1 inv ag = -22; NCOA1 inh = 4; TLR9-MyD88 block = 10; NR2F2 inh = 10; SRC3 inh = -3
COc1cc(C(c2c(O)cc(C)[nH]c2=O)c2c(O)cc(C)[nH]c2=O)ccc1O is entered as TROY NFkB inh = -17; TWEAK Fn14 block = 7; NCOA2 inhibitor = -27; TRAIL sens C8 = 6; NOD2-RIPK2 inh = -17; LMP1 NFkB inh = -10; LRH-1 inv ag = -17; NCOA1 inh = -12; TLR9-MyD88 block = -1; NR2F2 inh = -1; SRC3 inh = -1

The listing continues:
SMILES	TROY NFkB inh	TWEAK Fn14 block	NCOA2 inhibitor	TRAIL sens C8	NOD2-RIPK2 inh	LMP1 NFkB inh	LRH-1 inv ag	NCOA1 inh	TLR9-MyD88 block	NR2F2 inh	SRC3 inh
CCC(Oc1ccccc1)C(=O)NC1C(=O)N2C1SC(C)(C)C2C(=O)O (stereo unspecified)	8	-4	0	-3	-1	-8	11	15	2	-2	-3
CCC(=O)c1ccc(OCC(=O)OCC(=O)N2CCc3ccccc32)cc1	-15	-15	2	-8	-6	-5	1	16	-2	14	11
COCC(=O)N[C@@H]1c2ccccc2CC[C@@H]1OCc1ccccc1	-9	12	19	-8	11	-15	20	-32	-2	15	16
O=C(COC(=O)c1ccc(F)c(S(=O)(=O)N2CCOCC2)c1)c1ccccc1	-17	-6	13	-17	-3	1	5	-12	0	-11	14
Cc1ccc(N2NC(=O)/C(=C/C=C/c3ccco3)C2=O)cc1C	-16	13	0	-2	-4	-10	-4	4	-2	-13	2
CN(C)CCNC(=O)c1cccc(-c2cnc3c(NC=O)cc(-c4ccccc4F)cn23)c1	-10	-24	-11	-13	-5	.	-12	1	.	-25	-17
Cc1cccc(COCC(Cc2ccccc2)N2CCN(C(=O)c3cccc(Cl)c3)CCC2=O)c1 (stereo unspecified)	-11	-9	-16	-2	7	5	13	11	7	19	-6
CCCCCC(=O)Nc1ccc(-c2csc(C)n2)cc1	-54	-16	-15	15	-16	-7	-19	-38	1	-34	-24
N#Cc1cc2cc3c(cc2nc1SCC(=O)N1CCOCC1)OCCO3	76*	97*	12	4	-3	37	26	-14	1	46*	30
C/C(=N/Nc1nc(-c2ccccc2)cc(-c2ccc(F)cc2)n1)c1cccc(N)c1	-18	-1	-21	3	7	12	3	-8	-5	-10	-6
Cc1noc(NS(=O)(=O)c2ccc(NC(=O)CSc3nnc(-c4ccccc4)n3C3CCCCC3)cc2)c1C	1	25	-15	-14	1	-2	2	9	-11	8	-9
CC(C)Cn1c(N)c(C(=O)CSc2n[nH]c(N)n2)c(=O)n(C)c1=O	13	5	12	-3	3	-2	-6	-15	11	1	-14
Cc1nc2ccccc2nc(C)c1=NO	-24	-16	-29	-6	5	-13	-140	-92	-4	-30	-90
CCC(C(=O)OC)n1cnc2scc(-c3ccc(C)c(C)c3)c2c1=O (stereo unspecified)	14	17	-12	-9	-1	-1	1	-4	-7	16	-3
COc1ccccc1OC(C)C(=O)Nc1ccccc1C(=O)NCC1CCCO1 (stereo unspecified)	-6	21	-7	-6	4	3	-7	-11	-3	-5	1
CCOc1cc(N2CCOCC2)c(OCC)cc1NC(=O)C(NC(=O)c1ccco1)C(C)C (stereo unspecified)	-11	21	-19	-8	-7	-4	-17	-12	-4	8	-13
Nc1c(Cl)ncnc1N/N=C/c1cccnc1	4	-5	-8	-2	-4	-4	-8	-4	4	10	3
O=C(CCCOc1ccccc1)OCn1nnc2ccccc2c1=O	16	6	17	-9	1	-11	-4	-5	-3	-11	2
COc1cc(/C=C/C(=O)OCC(=O)Nc2nnc(-c3ccccc3)o2)cc(OC)c1OC	-1	-11	-22	8	-4	-7	9	-6	-1	-5	-9
CN(C)S(=O)(=O)N1CCC(Oc2ccc(C(=O)NCCc3cscn3)cc2)CC1	-8	-15	-6	-8	8	-8	-5	11	-5	-6	17
CCCCN(C)C(=O)C(Cc1ccccc1)NS(=O)(=O)c1ccc2c(c1)CCC(=O)N2 (stereo unspecified)	-6	5	-6	-2	1	-4	2	-3	-5	3	-1
N#C/C(=C\c1cccc([N+](=O)[O-])c1)C(=O)NCC1CCCO1 (stereo unspecified)	-5	12	-6	-9	-10	-8	10	13	-3	16	-1
Cc1ccc(NC(=O)c2c(C(=O)Nc3ccccc3)sc3nc(C)cc(=O)n23)cc1	-3	-22	-17	0	-17	-10	31	2	0	0	20
COc1ccc(S(=O)(=O)N(C)C[C@H]2Oc3c(NC(=O)Nc4ccc5c(c4)OCO5)cccc3C(=O)N([C@H](C)CO)C[C@@H]2C)cc1	0	8	30	3	-8	6	11	10	-4	12	10
COc1ccccc1/C=C1\CCCC2=C1Nc1nnnn1C2c1ccccc1OC (stereo unspecified)	13	12	20	-9	10	-12	10	5	6	-1	6
CCOC(=O)c1[nH]cnc1C(=O)Nc1ccccn1	-14	3	-19	-11	-5	-22	31	13	-8	-34	-5
Cc1ccc2nc(SCC(=O)Nc3ccc(Cl)cc3)nc(=O)n2c1	-13	-14	5	8	2	-3	-5	-2	-1	-8	10

In a second layout: 2 of the compounds above
compound,TROY NFkB inh,TWEAK Fn14 block,NCOA2 inhibitor,TRAIL sens C8,NOD2-RIPK2 inh,LMP1 NFkB inh,LRH-1 inv ag,NCOA1 inh,TLR9-MyD88 block,NR2F2 inh,SRC3 inh
O=C(COC(=O)c1ccc(F)c(S(=O)(=O)N2CCOCC2)c1)c1ccccc1,-17,-6,13,-17,-3,1,5,-12,0,-11,14
CN(C)CCNC(=O)c1cccc(-c2cnc3c(NC=O)cc(-c4ccccc4F)cn23)c1,-10,-24,-11,-13,-5,.,-12,1,.,-25,-17

An excerpt from above in order of formula weight, descending:
SMILES	TROY NFkB inh	TWEAK Fn14 block	NCOA2 inhibitor	TRAIL sens C8	NOD2-RIPK2 inh	LMP1 NFkB inh	LRH-1 inv ag	NCOA1 inh	TLR9-MyD88 block	NR2F2 inh	SRC3 inh
O=C(NCc1ccccc1Br)c1cccc2c1C(=O)c1ccc(N3CCC(Cc4ccccc4)CC3)cc1S2(=O)=O	-5	-9	.	-11	8	9	34	1	15	.	-6
Cc1noc(NS(=O)(=O)c2ccc(NC(=O)CSc3nnc(-c4ccccc4)n3C3CCCCC3)cc2)c1C	1	25	-15	-14	1	-2	2	9	-11	8	-9
COc1cc(C(c2c(O)cc(C)[nH]c2=O)c2c(O)cc(C)[nH]c2=O)ccc1O	-17	7	-27	6	-17	-10	-17	-12	-1	-1	-1
O=C(CCCOc1ccccc1)OCn1nnc2ccccc2c1=O	16	6	17	-9	1	-11	-4	-5	-3	-11	2
Cc1ccc(N2NC(=O)/C(=C/C=C/c3ccco3)C2=O)cc1C	-16	13	0	-2	-4	-10	-4	4	-2	-13	2
CCCCc1n[nH]c2c1/C(=N/O)CC(C)(C)C2	11	-5	8	-4	9	-2	-8	-9	5	1	8
